# RORgamma inh – qHTS for inhibitors of ROR gamma transcriptional activity. Potency, µM (top dose mostly 53.6 µM), without a hit: at the highest dose activity change, negative = inhibition, hits mostly inhibitors. Drosophila S2 Gal4-RORgamma UAS-luciferase reporter, 20 h. 310,000 compounds, 5.4% hits; note: potency is the fitted concentration of half-maximal effect; % is set by controls: 0 for no effect and ±100 for the full control effect; nearly all actives have a fitted effect of over 60% in size
# Target sequence (P51450 whole entry, looked up, the tested form may be a part): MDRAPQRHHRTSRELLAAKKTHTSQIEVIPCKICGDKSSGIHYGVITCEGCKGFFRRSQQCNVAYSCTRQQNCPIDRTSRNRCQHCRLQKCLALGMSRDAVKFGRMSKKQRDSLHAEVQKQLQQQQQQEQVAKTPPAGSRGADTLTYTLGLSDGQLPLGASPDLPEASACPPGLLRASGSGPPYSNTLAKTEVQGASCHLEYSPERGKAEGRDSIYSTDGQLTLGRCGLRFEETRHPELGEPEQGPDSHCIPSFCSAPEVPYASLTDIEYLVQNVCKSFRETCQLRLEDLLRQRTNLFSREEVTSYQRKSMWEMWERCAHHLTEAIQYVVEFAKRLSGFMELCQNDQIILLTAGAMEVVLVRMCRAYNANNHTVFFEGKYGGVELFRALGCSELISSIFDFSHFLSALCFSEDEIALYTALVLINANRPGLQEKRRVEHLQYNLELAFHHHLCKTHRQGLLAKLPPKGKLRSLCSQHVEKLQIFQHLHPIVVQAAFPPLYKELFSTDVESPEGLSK
#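 Drosophila S2 cells stably expressing Gal4-DBD/mouse RORγ fusion under metallothionein promoter plus UAS-luciferase; compound 1 h, then 700 uM CuSO4 induction for 20 h at ambient temperature; inhibition read as reduced luminescence.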
# Menin MLL FP TR – qHTS Assay for Inhibitors Targeting the Menin-MLL Interaction in MLL Related Leukemias: Competition With Texas Red Labeled MLL-derived Mutant Peptide; Potency, µM (highest dose often 61.6 µM), for inactives: at the highest dose FP activity change, negative = inhibition, most hits filed as inhibitors; 270,000 compounds, 0.23% hits; Menin + Texas Red MLL mutant peptide, fluorescence polarization; O00255; active = well fitted inhibition curve with a large enough effect in the polarisation, with a control signal flat, not every such curve was filed as active; inconclusive = small, poorly fitted or top-dose-only effect, or effect the other way, or a change in a side signal; inactive = no such curve, though single readings can be large or run the other way; the % refers to the polarisation; note: potency is the fitted concentration of half-maximal effect; % of control where 0% means no effect; many of its hits are not listed in these tables
# MBNL1 CUG block – qHTS Assay for Inhibitors of MBNL1-poly(CUG) RNA binding. Potency, µM (highest dose often 57.5 µM), for the others: at the top dose activity change, negative = inhibition, actives largely listed as inhibitors. 280,000 compounds, 0.036% hits. Muscleblind-like protein 1 (Homo sapiens), Q9NR56. AID 2675, 2010. TR-FRET MBNL1-His/biotin-(CUG)12 binding, 665/545 ratio; active = well fitted inhibition curve with a large enough effect in the signal ratio, with a control signal flat, not every such curve was filed as active; inconclusive = small, poorly fitted or top-dose-only effect, or effect the other way, or a change in a side signal; inactive = no such curve, though single readings can be large or run the other way; the % refers to the signal ratio; note: potency is the fitted concentration of half-maximal effect; % is set by controls: 0 for no effect and ±100 for the full control effect
#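 TR-FRET readout: Ex 340 nm, 665/545 nm emission ratio, normalized to buffer-only (basal) and MBNL1-(CUG)12 controls. Complex of MBNL1-His with Biotin-(CUG)12, compounds 92 nM–58 uM, incubated 60 min at room temperature.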
# PKM2 activator – qHTS Assay for Activators of Human Muscle isoform 2 Pyruvate Kinase; Pyruvate kinase PKM (Homo sapiens), P14618; purified PKM2, Kinase-Glo ATP luminescence, activation; response scale: 0% is enzyme alone, no compound; Potency, µM (doses to about 57.5 µM), for the others: top-dose activation, most hits filed as activators; 260,000 compounds, 0.34% hits; AID 1631, 2009; note: potency is the fitted concentration of half-maximal effect; % is set by controls: 0 for no effect and ±100 for the full control effect; nearly all actives have a fitted effect of over 55% in size
# Target sequence (P14618 whole entry, looked up, canonical isoform): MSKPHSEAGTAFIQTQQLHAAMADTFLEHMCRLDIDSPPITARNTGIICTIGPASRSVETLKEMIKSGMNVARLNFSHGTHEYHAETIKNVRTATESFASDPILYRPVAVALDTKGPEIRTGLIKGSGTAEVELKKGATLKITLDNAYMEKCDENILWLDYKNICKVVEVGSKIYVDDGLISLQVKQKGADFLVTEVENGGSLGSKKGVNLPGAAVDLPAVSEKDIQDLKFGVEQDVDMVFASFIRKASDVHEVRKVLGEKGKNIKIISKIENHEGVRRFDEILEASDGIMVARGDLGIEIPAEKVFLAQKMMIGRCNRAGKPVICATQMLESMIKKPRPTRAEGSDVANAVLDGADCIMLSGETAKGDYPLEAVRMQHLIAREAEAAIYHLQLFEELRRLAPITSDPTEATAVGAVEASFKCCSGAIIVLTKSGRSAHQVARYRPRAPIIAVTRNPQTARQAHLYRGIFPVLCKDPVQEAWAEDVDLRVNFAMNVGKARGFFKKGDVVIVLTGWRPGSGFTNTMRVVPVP
#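 Purified hPK-M2 (>95%) run at intermediate activity with 0.1 mM ADP and 0.5 mM PEP in 50 mM imidazole pH 7.2, KCl, MgCl2; 1 h room temperature. ATP formed read by Kinase-Glo luminescence; normalized to uninhibited and no-enzyme controls.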
# Mito fusion act – qHTS Assay for Small Molecule Inhibitors of Mitochondrial Division or Activators of Mitochondrial Fusion; S. cerevisiae fusion-defective mutant growth rescue, CellTiterGlo 48 h; 320,000 compounds, 0.23% hits; Potency, µM (top dose mostly 46.1 µM), for inactives: at the highest dose growth rescue (activation), hits mostly activators; AID 485298, 2010;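 note: potency is the fitted concentration of half-maximal effect; % of control where 0% means no effect; nearly all actives have a fitted effect of over 45% in size; temperature-sensitive fusion mutants such as fzo1-1 at 37 °C on non-fermentable ethanol glycerol medium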
#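 Yeast fusion mutant, YPEG (non-fermentable carbon), compound, 48 h at 37C non-permissive; CellTiterGlo added, 10 min RT, luminescence read. Rescued growth = division inhibition.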
# NPC1 prom act – qHTS Assay for NPC1 Promoter Activators | Huh7 NPC1 promoter luciferase reporter, 24 h | Potency, µM (series often up to 9.22 µM), inactives show at the highest dose activation, usual class: activators | 320,000 compounds, 2.4% hits | AID 485313, 2010;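 note: potency is the fitted concentration of half-maximal effect; % of control where 0% means no effect; nearly all actives have a fitted effect of over 60% in size; reporter is driven by a mutant NPC1 promoter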
#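 Luciferase expression driven by the NPC1 promoter was measured in stably transfected Huh7 cells after a 24 h compound incubation, using a luciferase reagent and a luminescence read.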
# VP16 counter – VP16 counterscreen qHTS for inhibitors of ROR gamma transcriptional activity; Potency, µM (top dose mostly 53.6 µM), for inactives: top-dose activity, negative = inhibition, actives largely listed as inhibitors; Drosophila S2 Gal4-VP16 UAS-luciferase, luminescence, 20 h; 310,000 compounds, 3.5% hits;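 note: Gal4-VP16 expression switched on by copper sulfate through the metallothionein promoter; potency is the fitted concentration of half-maximal effect; % is set by controls: 0 for no effect and ±100 for the full control effect; nearly all actives have a fitted effect of over 50% in size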
# KCNH2 3.1 block – qHTS for Inhibitors of KCHN2 3.1: Mutant qHTS. Potassium voltage-gated channel subfamily H member 2, brain isoform KCNH2 3.1 (human). U2OS KCNH2 3.1, thallium flux FluxOr; stronger effect = lower value. activity change, % (tested at about 1.8 µM). 340,000 compounds, 0.95% hits. AID 720553, 2013;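 active = maximum activity change below -70%; inconclusive = maximum activity change from -70% to -50%; inactive = maximum activity change above -50%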;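 note: thallium influx rate constant from kinetic fluorescence after stimulation buffer; % is set by controls: 0 for no effect and ±100 for the full control effect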
#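 Kinetic fluorescence (2 min after stimulation buffer) measures Tl+ influx through KCNH2 3.1 expressed by viral transduction in U2OS cells; the rate constant is normalized against DMSO controls serving as positive and negative references.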
# Rab9 promoter act – qHTS Assay for Rab9 Promoter Activators; Huh7 Rab9 promoter-luciferase reporter, luminescence, 24 h; Potency, µM (series often up to 9.22 µM), without a hit: top-dose activation, negative = inhibition, usual class: activators; AID 485297, 2010; 320,000 compounds, 2.8% hits; note: potency is the fitted concentration of half-maximal effect; % of control where 0% means no effect; nearly all actives have a fitted effect of over 60% in size
#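 Rab9 promoter-driven luciferase in stably transfected Huh7 cells; 1500 cells/well rested 2 h, exposed to compound in DMSO for 24 h at 37 °C, 5% CO2. Luminescence read 10 min after adding luciferase reagent at ambient temperature.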
# ELG1 DNA repair – qHTS screen for small molecules that inhibit ELG1-dependent DNA repair in human embryonic kidney (HEK293T) cells expressing luciferase-tagged ELG1; HEK293T ELG1-luciferase reporter, luminescence, 16 h; DNA damage induced by 5-fluorouridine; Potency, µM (doses to about 46.1 µM), inactives show at the top dose activity change, negative = inhibition, hits mostly inhibitors; 330,000 compounds, 2.3% hits; AID 504467, 2011; note: potency is the fitted concentration of half-maximal effect; % is set by controls: 0 for no effect and ±100 for the full control effect; nearly all actives have a fitted effect of over 55% in size
#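 In this reporter screen, reduction of luminescence relative to DMSO vehicle indicated activity. Compounds and 5-fluorouridine were added together to 2,000 cells per well, incubated for 16 hr at 37 °C, then developed with ONE-Glo.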
# FLuc modulator – qHTS profiling assay for firefly luciferase inhibitor/activator using purifed enzyme and Km concentrations of substrates (counterscreen for miR-21 project); purified FLuc, Km substrates, luminescence inhibition; Potency, µM (doses to about 57.5 µM), for the others: at the highest dose activity change, negative = inhibition, actives largely listed as inhibitors; 360,000 compounds, 6.9% hits; AID 588342, 2011;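 note: potency is the fitted concentration of half-maximal effect; plate controls were vehicle for no effect and reference inhibitor for full effect; nearly all actives have a fitted effect of over 55% in size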
#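 Purified P. pyralis luciferase, 10 nM final, with Km-level 10 uM D-luciferin and 10 uM ATP in 50 mM Tris acetate pH 7.5, 10 mM Mg acetate, 0.01% Tween-20, 0.05% BSA; 6-point qHTS titration about 60 µM downward; luminescence read.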
# An asterisk follows results filed as active; ? = inconclusive; nt = not tested or not shown; [ ] = another dose, or the depositor's remark. Unless noted, calls come from the whole dose curve; as a rule, active = well fitted curve in the direction sought with a large enough effect; inconclusive = small, poorly fitted or top-dose-only effect, or another doubt; inactive = no such curve, though single readings can be large; an effect the other way counts as inactive or inconclusive. A portion of the library, so the mix of outcomes need not match the whole.
SMILES,RORgamma inh,Menin MLL FP TR,MBNL1 CUG block,PKM2 activator,Mito fusion act,NPC1 prom act,VP16 counter,KCNH2 3.1 block,Rab9 promoter act,ELG1 DNA repair,FLuc modulator
NC(=O)NC(=O)COC(=O)CCCCCNS(=O)(=O)c1ccc2c(c1)OCCO2,31.7%,7.6%,-0.3%,3.6%,0.9%,-3.8%,-0.9%,15.3,-1.8%,4.8%,-1.2%
CCOC(=O)N1CCN(C(=O)c2ccc3nc4ccc(Cl)cc4c(=O)n3c2)CC1,0.9%,-1.8%,?,-2.0%,0.7%,0.2%,4.9%,-13.9,1.4%,-0.6%,-4.9%
O=C(OCc1ccccc1C(F)(F)F)c1cc([N+](=O)[O-])ccc1N1CCOCC1,43.4%,20.5%,?,-1.6%,10.7%,2.0%,-5.3%,-2.9,5.4%,-13.8%,4.1%
CNC(=O)c1c(NC(=O)c2ccc(S(=O)(=O)N3CCCC3)cc2)sc2c1CCN(C(C)C)C2,-34.2%,-10.7%,?,2.8%,1.6%,-2.5%,-11.9%,nt,8.7%,?,-1.9%
O=C(Nc1ccc(O)c2c(=O)cc(-c3cccc(Cl)c3)oc12)c1cccc(Cl)c1,8.0%,nt,2.7%,0.0%,8.5%,-2.4%,0.7%,-24.2,-1.7%,28.9%,-0.1%
COc1ccc(NC(=O)c2cccc3c2C(=O)c2ccc(-c4cnc(OC)nc4)cc2S3(=O)=O)cc1,nt,nt,nt,nt,9.4%,0.5%,nt,-1.0,-4.4%,5.1%,-4.7%
CC(=O)Nc1ccc(NC(=O)C(C)OC(=O)C2(c3ccccc3F)CCCC2)cc1 (centres undefined),nt,nt,nt,nt,9.2%,-0.6%,nt,0.1,-2.6%,-19.0%,-1.2%
OCCNCCCCOc1ccc(OCc2ccccc2)cc1,-9.7%,0.7%,-9.4%,1.4%,-8.0%,?,-4.6%,-28.0,3.55µM*,?,10.7µM*
CCc1ccc(C(C(=O)NC2CCCCC2)N(C(=O)c2ccccn2)c2cccnc2)cc1 (centres undefined),-20.2%,-11.8%,-1.3%,0.7%,-2.8%,-1.0%,3.5%,nt,-0.2%,9.0%,-2.2%
CCOC(=O)Cn1ncc2c(=O)oc3ccccc3c21,-31.5%,-9.9%,-5.1%,-0.9%,-7.3%,-3.9%,0.0%,1.7,2.4%,4.3%,2.9%
COCCNC(=O)c1csc2c1CCCC2,7.1%,4.9%,-0.3%,0.7%,-4.1%,1.0%,-1.0%,-5.6,5.4%,13.5%,1.0%
CCOC(=O)CNC(=O)CNC(=O)c1ccc(OC)cc1,-2.0%,10.2%,-9.9%,-3.0%,4.3%,0.0%,-4.3%,-18.1,6.7%,1.7%,-0.7%
CC(CCc1ccccc1)NC(=O)N1CCOCC1 (centres undefined),7.3%,12.1%,-1.7%,-5.9%,-4.3%,-3.9%,-4.1%,1.0,1.7%,11.3%,1.5%
C/C(=C\C(=O)O)C12CC3CC(CC(C3)C1)C2,-1.4%,-6.7%,-7.2%,2.2%,8.4%,-0.3%,1.7%,11.7,-5.7%,18.9%,0.1%
Cc1noc(/C=C/N(C)C)c1S(=O)(=O)N1CCC(C(=O)Nc2ccc(Cl)cc2)CC1,-1.0%,nt,3.8%,nt,-0.9%,-4.1%,7.1%,-7.3,-3.4%,-2.3%,0.2%
Cc1ccc(S(=O)(=O)NC(=O)c2ccccc2F)cc1,-25.2%,nt,110.3%[activator],0.1%,-1.5%,-0.4%,-0.5%,-10.9,3.6%,-3.7%,2.6%
COc1ccccc1NC(=O)c1c(C)cc(=O)oc1C,-32.9%,6.4%,3.1%,-1.6%,-0.4%,-2.7%,-0.4%,-2.1,7.2%,15.7%,0.1%
COc1ccc(-n2c(Cc3cccn3C)nnc2SCC(=O)NCCc2ccccc2)cc1,5.6%,-20.1%,2.7%,1.6%,-2.7%,-0.4%,-14.6%,25.1,-8.0%,-6.9%,3.0%
COC(=O)c1cc(=O)n(Cc2ccc(F)cc2)c(=NCc2ccc(F)cc2)s1,-10.2%,-3.0%,-7.4%,-3.2%,4.5%,0.9%,6.3%,17.7,2.5%,3.4%,4.2%
CN(/N=C/c1ccncc1)c1cnc2ccccc2n1,-16.3%,-7.6%,?,-10.5%,6.2%,?,-2.4%,0.1,3.98µM*,?,4.78µM*
O=C(OCc1c(-c2ccccc2)ncc2ccccc12)c1ccc(Cl)cc1Cl,nt,nt,nt,nt,19.1%,4.8%,nt,15.2,-7.6%,-8.2%,-4.9%
CCc1ccc2[nH]c(=O)c(CN(CCN(CC)CC)C(=O)Nc3ccccc3OC)cc2c1,-8.7%,-29.5%,-2.0%,-12.4%,-1.9%,5.5%,-1.0%,-47.6,-0.5%,4.8%,-2.4%
C=CCn1c(SCC(=O)Nc2sccc2C(N)=O)nc2sc(CC)cc2c1=O,-3.2%,nt,3.8%,4.9%,-2.3%,-6.3%,-5.8%,2.0,-14.6%,?,?
CC(C)CCN1CCN(Cc2cc(F)ccc2-n2cccn2)CC1CCO (centres undefined),-13.7%,5.4%,-7.5%,-6.4%,1.2%,-1.9%,1.3%,-0.5,-7.1%,-6.3%,0.8%
Cc1ccc(C(=O)NNC(=O)c2ccc3ncccc3c2)cc1,-10.4%,0.7%,1.9%,-12.3%,0.8%,-2.7%,6.1%,-4.1,-3.3%,-10.2%,?
COc1ccc(C(=O)NC(=S)N2CCN(c3ccccc3OC)CC2)cc1,2µM*,5.5%,2.3%,nt,-4.1%,-2.5%,?,-6.5,-4.2%,?,-10.9%
CC(C)NC(=O)C(=O)N/N=C/c1ccco1,3.6%,5.3%,17.8%,0.3%,-0.5%,-2.5%,2.6%[0.365 µM],11.8,-4.5%,5.8%,5.5%
CCN(C(=O)CSc1nc2ccccc2c(=O)n1CCOC)C1CCS(=O)(=O)C1 (centres undefined),23.8%,-2.7%,-2.8%,-2.6%,5.3%,-0.9%,1.1%,8.7,0.8%,2.6%,3.0%
C/C(=N\NS(=O)(=O)c1ccc(C)c([N+](=O)[O-])c1)c1cccs1,22.2%,?,9.2%,2.3%,6.3%,-5.8%,1.4%,16.2,12.0%,18.7%,?
Cn1cc(C(=O)N2CCCCC2)c(=O)c2cc(S(=O)(=O)N3CCCC3)ccc21,-27.4%,nt,-7.6%,nt,-2.3%,-6.1%,-0.7%,4.7,-0.1%,?,3.0%
O=C(CSc1nc2[nH]ncc2c(=O)[nH]1)NCc1ccc(F)cc1,-0.9%,-11.6%,-4.5%,-1.0%,-4.1%,-2.2%,-2.0%,9.5,2.0%,16.0%,2.7%
CCOCCCN(C(=O)Cn1nnc(-c2ccc(OC)c(OC)c2)n1)C(C(=O)NCC1CCCO1)c1ccc(F)cc1 (centres undefined),-12.9%,-26.2%,-10.2%,nt,-1.5%,-1.3%,8.6%,4.1,-9.0%,16.2%,-0.1%
CC(=O)NCCNc1nc2c(-c3cccc(C)c3)nnn2c2ccccc12,-14.7%,12.3%,-1.0%,1.9%,-1.2%,7.4%,3.3%,25.4,-0.2%,-27.3%,-12.1%
CCC(CC)c1nnc(NC(=O)C2CC(=O)N(C3CCCC3)C2)s1 (centres undefined),1.0%,-3.7%,-0.4%,-1.5%,-0.3%,-2.0%,-3.3%,24.4,3.1%,-7.0%,-0.6%
O=C(Cn1nc(-c2ccccc2)ccc1=O)NCCCN1CCOCC1,-6.9%,nt,12.3%,-0.4%,-9.0%,-5.7%,3.3%,13.7,2.6%,2.0%,-1.9%

# Screening data (PubChem)
